Efflux pump mplx = antifungal efflux pump inhibition, Nile Red retention; hit rate 0.44% among 330,000; S. cerevisiae Candida pump triplex; inhibition, % at 10 µM;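 active = plate passing quality check with inhibition over a set limit, or well fluorescence over plate mean plus 4 SD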;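 note: Nile Red retained in pooled yeast measured as flow cytometry median fluorescence; 0% = buffer negative control and 100% = Enniatin B positive control; higher means more Nile Red kept so more efflux inhibition; some compounds called inactive have numbers as strong as hits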
CR mimetic SO = yeast age-related superoxide inhibition as caloric restriction mimetic. AID 2690. superoxide response (% of plate mean), % at 10 µM. S. cerevisiae aged cells, superoxide DHE fluorescence; active compounds read low. hit rate 0.18% among 330,000;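 active = superoxide response under a set limit, about three screen SD below normal, cut at about 65% in these data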;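 note: yeast aged for seven days with compound at 30 °C before DHE staining; 100% = average MFI of all compound-treated wells on the plate with controls excluded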
Fam108B counter = blocks mouse Fam108B hydrolase in RBBP9 counter-screen; AID 1947; inhibition, % at 9.51 µM; recombinant Fam108B, FP-Rh probe fluorescence polarization; hit rate 0.33% among 300,000;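 active = inhibition above the screen mean inhibition plus 3 SD, computed separately per campaign, cut at about 18% in these data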;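 note: inhibitors lower polarization as less probe binds the enzyme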
MCL1-BIM inh = inhibitors of human MCL1 binding to BIM-BH3 peptide. Q07820. GST-MCL1 / FITC-Bim-BH3 fluorescence polarization. inhibition, % at 10.9 µM. hit rate 0.68% among 320,000. AID 2057;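 active = inhibition above the mean inhibition of all tested compounds plus 3 SD, set per campaign, cut at about 40% in these data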;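 note: 0% = DMSO wells and 100% = unlabeled Bim-BH3 peptide control; higher means more loss of mP so more displacement of Bim peptide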
MEX-5 binding = C. elegans MEX-5 TCR-2 RNA binding activity. MEX-5/FITC-TCR2 RNA binding, fluorescence polarization; active compounds read low. activity score (negative = inhibition of binding), % at 10 µM. hit rate 0.38% among 300,000. AID 1832;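 active = inhibition past about -25% in most replicates, and total fluorescence under double the plate's negative control median, limit read from the data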;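 note: 0% = DMSO and -100% = 5 µM competing unlabeled TCR2 RNA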
Target sequence (Q9XUB2 whole entry, looked up): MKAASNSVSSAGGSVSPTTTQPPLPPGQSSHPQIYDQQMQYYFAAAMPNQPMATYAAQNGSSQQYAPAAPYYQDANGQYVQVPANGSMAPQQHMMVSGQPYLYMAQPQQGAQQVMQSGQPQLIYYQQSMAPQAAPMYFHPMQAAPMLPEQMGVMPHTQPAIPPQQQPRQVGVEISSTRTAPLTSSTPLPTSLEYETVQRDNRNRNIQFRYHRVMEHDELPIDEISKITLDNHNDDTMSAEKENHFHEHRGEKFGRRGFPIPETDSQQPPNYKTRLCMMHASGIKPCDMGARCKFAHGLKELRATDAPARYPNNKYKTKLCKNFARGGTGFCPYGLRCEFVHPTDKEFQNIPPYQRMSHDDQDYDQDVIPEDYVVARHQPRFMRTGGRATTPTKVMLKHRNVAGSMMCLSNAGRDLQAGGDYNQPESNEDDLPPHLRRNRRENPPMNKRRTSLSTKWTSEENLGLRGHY
GLD-1 RNA inh = GLD-1-TGE RNA interaction inhibition (C. elegans). purified GLD-1 + fluorescein TGE RNA, fluorescence polarization. inhibition, % at 5.96 µM. Q17339. AID 2280. hit rate 0.44% among 320,000;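 active = percent inhibition above a per-plate cutoff, the plate mean of test compounds plus 3 SD, cut at about 30% in these data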;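 note: 0% = DMSO wells with GLD-1 and probe and 100% = wells lacking GLD-1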
Target sequence (Q17339 whole entry, looked up): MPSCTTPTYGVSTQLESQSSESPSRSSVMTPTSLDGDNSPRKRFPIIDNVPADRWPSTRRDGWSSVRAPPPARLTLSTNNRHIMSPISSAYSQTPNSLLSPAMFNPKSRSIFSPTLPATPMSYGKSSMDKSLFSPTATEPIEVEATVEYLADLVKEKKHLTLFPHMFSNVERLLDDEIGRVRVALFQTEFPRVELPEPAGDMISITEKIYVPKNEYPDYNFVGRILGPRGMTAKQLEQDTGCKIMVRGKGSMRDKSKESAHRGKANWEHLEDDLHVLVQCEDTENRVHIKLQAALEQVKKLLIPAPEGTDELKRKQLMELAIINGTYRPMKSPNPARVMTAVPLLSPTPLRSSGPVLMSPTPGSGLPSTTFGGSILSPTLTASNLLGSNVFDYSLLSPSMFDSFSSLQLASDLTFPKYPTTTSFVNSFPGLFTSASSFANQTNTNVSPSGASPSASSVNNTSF
ZTA DNA inh = counter-screen for EBNA-1 inhibitors: inhibitors of Epstein-Barr virus ZTA | inhibition, % at 11 µM | ZTA-DNA binding, fluorescence polarization | hit rate 0.15% among 320,000; in the data active = inhibition above about 33%
EBNA-1 inhibitor = blocks EBNA-1 binding to DNA. AID 1950. hit rate 0.34% among 300,000. inhibition, % at 14.8 µM. EBNA-1 DNA binding, fluorescence polarization; in the data active = inhibition above about 28%
Bcl-xL primary = Bcl-xL (human) inhibition; inhibition, % at 10.9 µM; GST-Bcl-xL / FITC-Bim BH3 peptide fluorescence polarization; hit rate 0.7% among 320,000;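 active = inhibition above the mean of all tested compounds plus 3 SD, cutoff set per campaign, cut at about 30% in these data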;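 note: 0% = DMSO wells and 100% = unlabeled Bim-BH3 peptide competitor; inhibitors lower millipolarization by displacing the labeled peptide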
The depositor's hits bear a star; . = not tested or not shown.

SMILES	Efflux pump mplx	CR mimetic SO	Fam108B counter	MCL1-BIM inh	MEX-5 binding	GLD-1 RNA inh	ZTA DNA inh	EBNA-1 inhibitor	Bcl-xL primary
COc1cc(C(=O)Oc2ccccc2/C=N/NC(=O)c2ccc(C)c(Cl)c2)cc(OC)c1OC	0.8	102	4	3	-0.9	4	-14	6	4
COc1ccc(NC(=O)CSc2nc3ccccc3c(=O)n2CCC(=O)N2CCCCC2)cc1	0.1	97	-3	1	-1.8	5	-3	1	-2
Cc1ccc(C)c(NC(=S)NC(NC(=O)Cc2ccccc2)C(Cl)(Cl)Cl)c1 (configuration not stated)	0.0	118	-49	3	1.9	-8	-12	4	-3
CCc1ccc(-c2nc(NC(=S)NC(=O)c3cccs3)sc2C)cc1	-0.4	103	-1	3	1.4	3	17	6	3
CC(C)CN(CC(C)C)C(=O)Nc1cccc([N+](=O)[O-])c1	0.0	149	-2	0	0.6	-6	0	0	1
Cc1ccc(C(=O)NNC(=O)C(C)Oc2ccccc2F)cc1S(=O)(=O)N1CCOCC1 (configuration not stated)	-0.1	104	-6	-1	-3.5	-2	-4	-4	1
Cc1ccc(N(C(=O)CCC(=O)Nc2ccccn2)C(C(=O)NC(C)C)c2ccc(F)cc2)cc1 (configuration not stated)	0.2	95	-1	1	1.6	-1	-10	-3	3
Cc1ccc(S(=O)(=O)NCCNc2ccc([N+](=O)[O-])cc2C(F)(F)F)cc1	-0.1	93	2	4	1.1	7	-6	2	8
COc1ccc(-c2nnc(SCC#N)o2)cc1	0.2	100	-4	-2	-3.8	-4	-1	2	1
Cc1cc(C(=O)Cn2nc(C(=O)O)c3ccccc3c2=O)c(C)n1-c1ccccc1	0.1	107	2	-9	2.2	-3	8	6	0
O=c1c2ccccc2nc(CSc2nnnn2-c2ccccc2)n1-c1ccccc1Cl	-0.1	112	-9	3	-1.1	1	-11	-4	1
O=[N+]([O-])c1ccc(O)c(CN2CCCCCC2)c1	0.1	97	1	8	-0.3	0	6	2	1
Cc1cccc(-n2c(-c3csc(C)c3C)n[nH]c2=S)c1	-1.7	104	4	-11	0.2	-2	15	4	-6
COc1cccc(CNC(=O)CCC(=O)N2CC(C)Oc3ccccc32)c1OC (configuration not stated)	-0.1	104	-10	-2	0.1	6	6	-3	2
CCOc1ccc(CCNC(=O)c2ccc(OCc3c(C)noc3C)cc2)cc1OCC	-0.3	79	-2	-4	-1.8	8	-8	-1	1
O=C(O)c1ccc(NC(=O)c2ccccc2NC(=O)c2cccc(F)c2)cc1	-0.1	101	-2	-4	0.1	-3	-14	6	2
O=C(Nc1cccc(Cl)c1N1CCCCC1)c1ccc2c(c1)OCCO2	0.0	104	-7	0	-4.5	8	-9	3	1
Cc1c(Cl)cccc1-n1ccnc1SCC(=O)O	0.0	105	0	-3	.	2	-12	-10	2
Cc1ccc(-c2nnc(N3CCN(C(=O)c4ccco4)CC3)c3ccccc23)cc1	0.0	79	-2	2	-2.2	3	4	6	4
Cc1cc(C)cc(NC(=O)c2ccc(CNc3c(N4CCCC4)c(=O)c3=O)cc2)c1	0.0	110	3	7	-1.4	7	12	-1	8
CCN(CC)S(=O)(=O)c1ccc2c(c1)N(CC(=O)NCc1ccccn1)C(=O)CO2	0.3	113	-3	10	-1.2	-3	-7	-10	5
O=S(=O)(c1ccc(Oc2ccc(Br)cc2F)nc1)N1CCCCC1	0.0	88	-3	3	-2.8	-3	18	7	6
CC(=O)NCCCC(=O)NN1C(=S)N(Cc2ccccc2)C(=O)C1CC(=O)Nc1cccc(C)c1 (configuration not stated)	0.0	111	1	-1	0.0	-16	-3	-3	-3
CC(O)CNc1nc2c(c(=O)n(Cc3ccccc3)c(=O)n2C)n1C (configuration not stated)	0.3	112	4	6	0.0	-2	7	-5	0
CCCOc1c(Br)cc(/C=N/O)cc1OC	0.0	110	-2	-4	0.7	1	-2	-4	-2

6 neighbouring records from above:
SMILES	Efflux pump mplx	CR mimetic SO	Fam108B counter	MCL1-BIM inh	MEX-5 binding	GLD-1 RNA inh	ZTA DNA inh	EBNA-1 inhibitor	Bcl-xL primary
Cc1cc(C)cc(NC(=O)c2ccc(CNc3c(N4CCCC4)c(=O)c3=O)cc2)c1	0.0	110	3	7	-1.4	7	12	-1	8
CCN(CC)S(=O)(=O)c1ccc2c(c1)N(CC(=O)NCc1ccccn1)C(=O)CO2	0.3	113	-3	10	-1.2	-3	-7	-10	5
O=S(=O)(c1ccc(Oc2ccc(Br)cc2F)nc1)N1CCCCC1	0.0	88	-3	3	-2.8	-3	18	7	6
CC(=O)NCCCC(=O)NN1C(=S)N(Cc2ccccc2)C(=O)C1CC(=O)Nc1cccc(C)c1 (configuration not stated)	0.0	111	1	-1	0.0	-16	-3	-3	-3
CC(O)CNc1nc2c(c(=O)n(Cc3ccccc3)c(=O)n2C)n1C (configuration not stated)	0.3	112	4	6	0.0	-2	7	-5	0
CCCOc1c(Br)cc(/C=N/O)cc1OC	0.0	110	-2	-4	0.7	1	-2	-4	-2

The main list resumes; the two compounds before the break are reprinted first.
SMILES	Efflux pump mplx	CR mimetic SO	Fam108B counter	MCL1-BIM inh	MEX-5 binding	GLD-1 RNA inh	ZTA DNA inh	EBNA-1 inhibitor	Bcl-xL primary
CC(O)CNc1nc2c(c(=O)n(Cc3ccccc3)c(=O)n2C)n1C (configuration not stated)	0.3	112	4	6	0.0	-2	7	-5	0
CCCOc1c(Br)cc(/C=N/O)cc1OC	0.0	110	-2	-4	0.7	1	-2	-4	-2
O=C(CSc1ccc(Br)cc1)Nc1ccc(N2CCOCC2)cc1	0.0	101	0	4	-0.6	4	9	7	5
Cc1cc(=O)[nH]c2cc(O)ccc12	0.0	94	-1	3	0.6	-2	-12	8	2
OCCCNC(=S)NC1CCCC1	0.1	115	-9	0	2.2	6	-9	-7	-5
COc1ccc(N2CCN(C(=O)CSc3nnc(-c4cc5ccccc5cc4O)n3C)CC2)cc1	0.2	109	-6	-7	1.0	-3	2	1	-1
CN1C(=O)c2ccccc2N(C)C1c1cccc(O)c1 (configuration not stated)	-0.1	94	-4	7	-0.7	3	-1	-5	3
CCCC(=O)NNC(=O)CCC(=O)Nc1ccccc1Cl	0.0	94	2	8	-0.1	2	-7	-9	4
Cc1ccc(C(=O)N(C)CC(=O)Nc2ccc(N3CCOCC3)cc2)s1	0.1	142	-1	1	0.6	10	-11	-1	5
CCc1ccc(OCCCC(=O)NCc2ccccc2)cc1	-0.2	98	2	4	2.5	6	4	7	6
CCOc1ccccc1OCC(=O)OCC(=O)c1c(C)[nH]c2ccccc12	0.0	116	0	-2	1.7	2	7	-4	0
Cc1nn(C)c(Cl)c1CN1CCN(CCC(C)C)C(CCO)C1 (configuration not stated)	0.1	106	-6	5	1.4	-2	-5	-12	1
Cc1ccc(CNC(=O)c2ccc(CS(=O)(=O)c3ccccc3C)o2)cc1	-0.1	101	1	0	-1.0	4	5	-3	2
N#C/C(C(N)=O)=C1/CCCN1Cc1ccccc1	0.0	97	-2	-4	-0.4	9	-9	-8	-2
Cc1ccc(CN2C(=O)N/C(=C/c3ccc(-c4ccc(C(=O)O)cc4)o3)C2=O)cc1	0.0	109	5	14	-6.6	-7	8	2	8
CC(C)Oc1ccc(CN=C(N)N=C(N)N)cc1Cl	0.2	91	-1	2	-0.7	-21	-8	0	-2
Cc1noc(C)c1C(=O)OCC(=O)c1ccc[nH]1	-0.1	90	-5	1	-0.7	6	6	-7	7
CCN1CCN(CC(=O)Nc2cc(C)c(C)cc2[N+](=O)[O-])CC1	0.0	96	-2	4	2.4	0	-1	-5	0
COc1ccccc1Oc1ccc2c(c1)C(=O)N(c1ccccc1)C2=O	0.1	103	-1	1	1.0	4	12	-1	-1
CC1=CC(C)C2(CO)COC(c3ccccc3O)C1C2C (configuration not stated)	0.1	98	5	-7	2.3	3	1	1	3
Cc1ccc(NCc2nnc3n2CCCCC3)c(C)c1	0.0	105	5	15	0.1	-1	-11	6	8
COCCOC(=O)C1=C(C)NC2=C(C(=O)CC(C)(C)C2)C1c1cccnc1 (configuration not stated)	0.0	98	1	1	-1.3	-6	-7	5	6
COc1ccc(NC(=O)c2ccc(COCC(F)(F)F)cc2)cc1OC	1.5	78	1	3	-2.4	-7	12	3	0
O=C(/C=C/c1ccc(Br)cc1)c1ccc(NC(=O)c2ccco2)cc1	5.8*	115	-35	-25	1.7	-2	11	1	-15
COc1cc(NC(=O)c2cnc(NCc3ccccc3)nc2C)cc(OC)c1OC	-0.1	89	0	7	-0.4	0	7	7	5
CCOC(=O)c1cccc(NC(=O)CCCn2c(=O)c3cccn3c3cccnc32)c1	-0.1	91	4	-3	0.4	2	-2	7	4
CC(=O)Nc1ccc(Nc2ccccc2)cc1	0.0	81	-2	-2	0.7	4	9	10	-11
SMILES	Efflux pump mplx	CR mimetic SO	Fam108B counter	MCL1-BIM inh	MEX-5 binding	GLD-1 RNA inh	ZTA DNA inh	EBNA-1 inhibitor	Bcl-xL primary
O=C(c1ccc(Br)cc1)N(c1ccccn1)C1CCCCC1	0.2	94	6	-1	1.4	5	-4	-6	8
Cc1cccc(C)c1NC(=O)CN(C)C(=O)C1=COCCO1	0.0	111	.	0	.	1	-9	.	-2
CCCCn1c(N)c(N(CC)C(=O)c2ccncc2)c(=O)[nH]c1=O	-0.2	100	.	-11	.	0	-11	.	-1
COc1ccc(C(=O)/C=C/c2ccc(OC)c(CN3CCOCC3)c2)cc1	0.0	100	-2	1	-1.3	6	-4	-4	-1
CCC(C(=O)OCC(=O)Nc1c(Cl)cccc1Cl)c1ccccc1 (configuration not stated)	0.3	112	-1	-7	-0.7	-1	0	3	-5
Cc1ccc(NC(=O)C(c2ccccc2)c2ccccc2)nc1	-0.1	89	1	12	0.3	2	5	3	3
CC(=O)Nc1cccc(OCC(O)Cn2cnc3ccccc32)c1 (configuration not stated)	-0.1	107	3	10	-0.8	6	1	-4	4
CC(C)(C)c1ccc(CNC(=O)C2CCCN2C(=O)Nc2ccccc2)cc1 (configuration not stated)	0.1	105	0	4	-3.7	12	7	0	0
CN(Cc1ccccc1)C(=C(Cl)Cl)/C(=C1/NCCN1C)[N+](=O)[O-]	0.2	105	-2	6	-1.4	7	8	-13	14
CC(=O)OC1COC(n2c(O)c(N=NC(N)=S)c3ccccc32)C(OC(C)=O)C1OC(C)=O (configuration not stated)	0.0	103	4	4	-0.3	0	7	3	6

Source: PubChem BioAssay
